Screening results: PubChem BioAssay, National Center for Advancing Translational Sciences (NCATS)
12-LOX inh = blocks human arachidonate 12S-lipoxygenase | P18054 | purified 12hLO, xylenol orange hydroperoxide absorbance | Potency, µM (doses to about 108 µM), for the others: top-dose activity change, negative = inhibition, hits mostly inhibitors | actives 1.1% (n = 580,000); active means well fitted inhibition curve with a large enough effect; inconclusive means small, poorly fitted or top-dose-only effect, or another doubt; inactive means no such curve, though single readings can be large or run the other way
Target sequence (P18054 whole entry, looked up): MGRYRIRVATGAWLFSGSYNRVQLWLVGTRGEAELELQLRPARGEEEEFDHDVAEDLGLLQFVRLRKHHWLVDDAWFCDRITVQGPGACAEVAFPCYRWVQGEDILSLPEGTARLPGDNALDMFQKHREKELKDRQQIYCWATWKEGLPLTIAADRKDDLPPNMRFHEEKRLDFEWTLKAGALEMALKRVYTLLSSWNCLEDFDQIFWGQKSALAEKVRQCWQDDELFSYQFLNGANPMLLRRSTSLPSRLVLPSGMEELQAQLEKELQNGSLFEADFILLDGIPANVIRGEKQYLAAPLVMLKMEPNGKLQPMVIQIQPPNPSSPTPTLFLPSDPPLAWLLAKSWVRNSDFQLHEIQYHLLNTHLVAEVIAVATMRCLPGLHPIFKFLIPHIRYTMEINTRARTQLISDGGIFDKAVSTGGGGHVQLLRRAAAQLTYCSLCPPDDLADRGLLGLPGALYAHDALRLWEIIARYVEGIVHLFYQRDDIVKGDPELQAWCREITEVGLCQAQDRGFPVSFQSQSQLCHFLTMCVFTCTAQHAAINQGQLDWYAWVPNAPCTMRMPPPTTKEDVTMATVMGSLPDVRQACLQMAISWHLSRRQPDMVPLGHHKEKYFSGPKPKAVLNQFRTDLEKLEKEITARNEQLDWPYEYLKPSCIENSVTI
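Purified human 12hLO (150 nM final) in 25 mM Hepes, 0.01% Triton X-100, pH 7.0 was preincubated 15 min at room temperature with compound. Then 40 uM arachidonic acid was added, 30 min. Hydroperoxide was read by Fe-XO absorbance ratio 573/405 nm.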
The depositor's hits bear a star; ? = inconclusive; [ ] = another dose, or the depositor's remark. On the % scale 0 is the no-effect control and ±100 the full control effect; potency means the concentration at half of the fitted maximal effect.

compound | 12-LOX inh
COC(=O)c1cc2c(c3c4cc(F)ccc4n(S(=O)(=O)c4ccc(C)cc4)c13)C(=O)N(Cc1ccccc1OC)C2 | -15%
C=CCNC(=S)Nc1ccc(F)c(Cl)c1 | -10%
CC(OC(=O)/C=C/c1cccc2cccnc12)C(=O)NC1(C#N)CCCCC1 (stereo not drawn) | -50%
COc1cccc(CN2Cc3nc(-c4ccncc4)ccc3OCC2=O)c1 | -7%[176 µM]
O=C(NCc1ccccn1)c1cccc2ccccc12 | 65%[activator]
O=C(NCc1ccc(Cl)nc1)c1cccn2cncc12 | 68%[activator][176 µM]
Cc1cc(=O)n(CC(=O)Nc2cccc(Cl)c2)c(N2CCc3ccccc3C2)n1 | ?
Cn1c(Cl)c(C=O)c2cc(C=O)ccc21 | 27%
CCC(C)(C)C1CCc2c(sc(NC(=O)C3CC4CCC3C4)c2C#N)C1 (stereo not drawn) | ?
CN1CCN(C(=O)c2ccc(Cc3cn(C)c4ccccc34)nc2)CC1 | ?
CCCNC(=O)NCc1nc(-c2ccc(OC)cc2)oc1C | 42%[activator]
CC(NC(=O)c1ccc2cc[nH]c2c1)c1ccccc1Br (stereo not drawn) | -5%
COc1ccc(-c2ccc3c(c2)C(=O)N2CC[C@H](NC(=O)C4CCNCC4)C[C@H]2C(=O)N3)c(OC)c1 | -11%
CCOC(=O)c1ccc(NC(=O)N(C)Cc2nc(-c3ccccc3C)oc2C)cc1 | ?
C=CCO[C@@H]1C[C@H]2C(=O)Nc3ccc(-c4ccc(F)cc4F)cc3C(=O)N2C1 | ?
O=C(CC1CCCCN(Cc2ccccc2)C1=O)NCc1cccnc1 (stereo not drawn) | 86%[activator]
O=C(COC(=O)c1cc2ccccc2cc1O)Nc1ccc(Cl)cc1C(F)(F)F | 6%
Cc1cc(=O)n(CC(=O)Nc2cc(Cl)ccc2C)c(N2CCN(c3ccccc3)CC2)n1 | -4%
COCCN1C(=O)c2ccccc2C(C(=O)NCc2ccc(Cl)cc2)C12CCCCC2 (stereo not drawn) | 19%
CCCN(CCC)CCN1CCN(C(=O)[C@H](CCc2ccccc2)NC(=O)[C@H]2O[C@@H](n3cnc4c(N)ncnc43)[C@H](O)[C@@H]2O)CC1 | 19%
Cc1nnc(-c2cc(-c3ccc([S+](C)(=O)[O-])cc3)ccn2)n1Cc1cccnc1 | 34%[176 µM]
Cc1ccc(NC(=O)c2nn(Cc3ccccc3)c(=O)c3ccccc23)cc1 | 3%
N#Cc1cccc(NC(=O)N[C@H]2[C@H](O)[C@@H](N3CCCCC3)[C@@H]3OC[C@H]2O3)c1 | ?
Cc1noc(C)c1CCCNC(=O)c1ccc(N(C)C2CCOC2)nc1 (stereo not drawn) | 20%
O=C(Oc1ccc2cc(-c3ccc(Cl)cc3)c(=O)oc2c1)N1CCOCC1 | 34%[activator]

By substructure, the entries above with sulfur (4)
compound | 12-LOX inh
COC(=O)c1cc2c(c3c4cc(F)ccc4n(S(=O)(=O)c4ccc(C)cc4)c13)C(=O)N(Cc1ccccc1OC)C2 | -15%
C=CCNC(=S)Nc1ccc(F)c(Cl)c1 | -10%
CCC(C)(C)C1CCc2c(sc(NC(=O)C3CC4CCC3C4)c2C#N)C1 (stereo not drawn) | ?
Cc1nnc(-c2cc(-c3ccc([S+](C)(=O)[O-])cc3)ccn2)n1Cc1cccnc1 | 34%[176 µM]

(list continues)
compound | 12-LOX inh
CCOC(=O)Cn1c(=O)c2c3c(sc2n(CCCN(C)C)c1=O)CCC(C)C3 (stereo not drawn) | 38%[activator]
O=C(Nc1cccc(-c2nc3ccccc3o2)c1)c1ccc(Br)o1 | 4%
CNC(=O)N1CCCC(c2nc(CCOCC3CCCC3)no2)C1 (stereo not drawn) | 66%[activator]
CC(C)CNC(=O)N(C)CC1CCOCC1 | 37%[activator]
CS(=O)(=O)N1CCCN(c2cc(C3CC(O)C3)nc(N)n2)CC1 (stereo not drawn) | 51%[activator]
COc1ccc(-c2noc(-c3nnn4c3COC(c3ccc(C)cc3C)C4)n2)c(OC)c1 (stereo not drawn) | 53%[activator]
O=C(c1ccccn1)N1CCC(N2CCOCC2=O)CC1 | 1%[6.33 µM]
C[S+](=O)([O-])N1CC2(Cc3ccccc3N(C(=O)Cc3ccc(F)cc3)C2)C1 | 19%
Cc1ccccc1CNC(=O)c1cc2c(s1)CCCC2 | ?
COCCN1CCC2(CCC1=O)CCN(C(=O)Nc1cccc(Br)c1)CC2 | -3%
COc1cc(OC)cc(-c2ccc3ncc4ccc(=O)n(-c5ccc(N6CCNCC6)c(C(F)(F)F)c5)c4c3c2)c1 | ?
CCOC(=O)C(NCc1ccccc1NC(=O)OC(C)(C)C)c1nnnn1Cc1ccccc1 (stereo not drawn) | -20%
O=C(NCc1cccc(Cl)c1)c1noc(-c2ccc3c(c2)OCO3)n1 | ?
Cc1ccc2oc(C(=O)Nc3nnc(C(C)C)s3)cc(=O)c2c1 | -10%
CCOc1ccc(Nc2cc(C(=O)NCC(OC)OC)c3ccccc3n2)cc1 | 24%
COC(C)(C)C(=O)N[C@H]1CN(Cc2cccc(C#N)c2)C[C@@H]1C(C)C | 4%
Cc1cc2nc(/C(C#N)=C\c3ccc(OCc4ccc(F)cc4)cc3)[nH]c2cc1C | -13%
COc1ccc2c(c1)cc(C(=O)N1Cc3[nH]cnc3CC1C(=O)O)n2C (stereo not drawn) | 35%
COc1ccc2c(c1)c(CN1CC[C@H](CO)[C@H](N(C)C)C1)cn2C(C)C | 34%[activator]
c1ccc(COc2ccccc2CN2CCC3(CCNCC3)C2)cc1 | 13%
CC(C)c1nc2c(c(-c3ccc(Cl)cc3)n1)CN(C(=O)c1ccccc1)CC2 | ?
CC(=O)N1CCN(c2nc3c(s2)CC(C(=O)NC2CCCCC2)CC3)CC1 (stereo not drawn) | 16%
Cc1ccc2c(CN3CCc4cc(S(N)(=O)=O)ccc43)cc(=O)oc2c1 | ?
COc1ccc(C=Cc2cc(OC)c(OC)c(OC)c2)cc1NC(=O)[C@H](N)CO | -21%[57.4 µM]
CCCCS(=O)(=O)N1CCN(C(=O)C(=O)c2cccc(C(F)(F)F)c2)CC1 | -3%
COCc1nncn1C1CCN(S(=O)(=O)c2ccccc2)CC1 | 37%[activator]
O=C(/C=C/c1cnc2ccccc2n1)NCc1cccnc1 | -41%
COC(=O)c1ccc(OC(=O)CC23CC4CC(CC(C4)C2)C3)cc1 | -17%
O=C(CCn1ccnc1)N1CCC(c2nc(CCOc3ccc(F)cc3)no2)C1 (stereo not drawn) | 52%[activator]
CCOC(=O)/C(C(N)=O)=C(\OC)C(=O)CC(=O)c1ccc(C)cc1 | -19%
CC(C)N1C(=O)CC[C@@H](S(=O)(=O)c2ccccc2)[C@@H]1c1ccccc1 | -13%
COc1ccc2[nH]cc(CCNC(=O)C3(Cc4ccccc4)CCCCC(=O)N3)c2c1 (stereo not drawn) | 24%
CN(C)C(CNC(=O)c1cn(C2CCC(N)CC2)nn1)c1ccccn1 (stereo not drawn) | 56%[activator]
O=C(c1ccc(F)cc1F)N1CCN(c2cc(-c3ccccc3)[nH]n2)CC1 | 13%
O=C(CN1CCN(c2ccccc2)CC1)Nc1nc(-c2ccc(Cl)cc2)cs1 | 1%
O=C(NCc1cccs1)c1csc(N2CCN(c3ccccc3F)CC2)n1 | 37%[activator]
CCN1CC2(CCN(C(=O)C3CCCCN3Cc3ccccc3)CC2)OC1=O (stereo not drawn) | 49%[activator]
Cc1ccccc1-n1c(SCCOc2ccccc2Cl)nnc1-c1ccc(C(C)(C)C)cc1 | -13%
COc1ccc(N2C(=O)c3n[nH]c(C)c3C2c2ccc(F)cc2)cc1 (stereo not drawn) | 3%
Cn1ncc2c(C(=O)N3CCN(c4ncccn4)CC3)cc(-c3ccc(Cl)nc3)nc21 | ?
COc1cccc(NC(=O)c2ncoc2-c2cccs2)c1 | -2%
Cc1nn(CC(=O)N2CCN(c3ccc(F)cc3)CC2)c(=O)c2nc(C(C)C)sc12 | 32%[activator]
O=C(C1CCCCC1)N1CCC2(CC(c3cccnc3)=NO2)C1 (stereo not drawn) | 1%[6.33 µM]
N#Cc1ccccc1-n1cccc1 | 11%
CSc1ccc(-c2ccc(C(=O)NCC3CCCO3)c(N3CCC(O)CC3)n2)cc1 (stereo not drawn) | 15%
CCc1noc(-c2ccn3c(CNC(=O)c4cccc5[nH]ccc45)nnc3c2)n1 | 57%[activator]
CC(=O)Nc1ccc2c(c1)nc1n2[C@@H](CNC2CCOCC2)COC1 | -5%[176 µM]
C[C@]1(CO)C2CC[C@@H](O)[C@@H](CC(=O)N3CC[C@@H](O)C3)[C@]2(C)CC[C@H]1OC(=O)Nc1ccc(Oc2ccccc2)cc1 (stereo partly drawn) | -13%
CCC(=O)N(C1CCOCC1)C1CCN(S(=O)(=O)c2cn(C)cn2)CC1 | 62%[activator]
COc1ccc(C(C)=O)cc1CSCc1ccc(C#N)cc1 | -20%

Some values from the list.
12-LOX inh, COCc1nncn1C1CCN(S(=O)(=O)c2ccccc2)CC1 reads 37%[activator]
12-LOX inh, COc1ccc(N2C(=O)c3n[nH]c(C)c3C2c2ccc(F)cc2)cc1 (stereo not drawn) reads 3%
12-LOX inh, N#Cc1ccccc1-n1cccc1 reads 11%

Carrying on:
compound | 12-LOX inh
C[C@H]1[C@@H]2[C@@H](O)C([C@H](C)C(=O)NCc3ccccc3)CC[C@@]2(C)CC[C@@H]1NC(=O)c1ccc(C#N)cc1 (stereo partly drawn) | 12%
CCCCCCNC(=O)Cc1cccc2ccccc12 | -18%
C=CCNc1ccc2c(c1)OC[C@H](Cc1ccccc1)NS2(=O)=O | -20%
CNC(=O)[C@@H]1CN(C(=O)c2c[nH]c3ccccc23)C[C@H]1C1CCN(C)CC1 | 15%
CCC1Oc2ccc(NC(=O)Cc3ccc(OC)cc3)cc2CN(Cc2ccc(OC)cc2)C1=O (stereo not drawn) | 5%
CN(Cc1ccc(Br)cc1)c1cc(C(=O)N2CCOCC2)c2ccccc2n1 | 12%
O=C(Nc1cccc(S(=O)(=O)NC2CC2)c1)c1cccc2cccnc12 | 22%
CC(C)N1C[C@H](O)C[C@H]1c1nnc2n1CCN(C(=O)c1cccn1C)C2 | 47%[activator]
O=C(Nc1ccccc1Cl)C12CC3CC(CC(C3)C1)C2 | -22%
Cc1cccc(C)c1NC(=O)CNC(=O)CCc1ncc(-c2ccccc2F)o1 | -10%
CC1(C)[C@H](Cc2cc(-c3ccccc3)on2)C[C@@H]1NS(C)(=O)=O | 5%[176 µM]
O=C(c1ccsc1)N1CCC(c2n[nH]c(=O)n2Cc2ccc(F)cc2)CC1 | -1%
Cc1nn2c(c1-c1ccccc1-c1ccccc1)N(C(=O)c1ccn(C)n1)CCC2 | 11%[176 µM]
COc1cc(/C=C(\C#N)C(=O)C(C)(C)C)ccc1OCc1c(F)cccc1Cl | 5%
COc1ccc(F)c(CN2CCCC(O)(CN3CCC(CCO)CC3)C2=O)c1 (stereo not drawn) | 32%
COc1c(O)c2c(=O)cc(OC)c3c4c(OC)cc(=O)c5c(O)c(OC)c6c(c(c1C[C@@](C)(O)[C@H]6C(C)=O)c23)c54 | -20%[57.4 µM]
CC1Cc2cc(S(N)(=O)=O)ccc2N1CC(=O)Nc1cccc(Cl)c1Cl (stereo not drawn) | -18%
CN1[C@@H](CCC(=O)N2CCN(c3ccccn3)CC2)CNC(=O)[C@H]2NCC[C@H]21 | ?
O=C1Nc2ccccc2CC12CCN2[S+](=O)([O-])c1ccccc1 (stereo not drawn) | 20%[176 µM]
Cc1ccc(Nc2nc3ccccc3nc2NS(=O)(=O)c2ccc(F)cc2)cc1F | ?
O=C(c1cc(F)ccc1F)N(C1CCCC1)C1CC1 | 5%
COc1ccccc1CC(=O)NCCn1ccn2nc(-c3ccc(C)c(C)c3)cc2c1=O | ?
CCN(CC)c1nc2ccccc2nc1C(=O)Nc1cc(OC)cc(OC)c1 | -1%
Cc1cc(S(=O)(=O)NCCc2noc(-c3ccccc3)n2)ccc1Cl | 16%
Cc1ccc(NC(=O)CCC2CCCCC2)c(NC(=O)c2ccco2)c1 | 3.5µM*
O=C(Cc1cn(Cc2ccccc2)c2ccccc12)Nc1ccc(Nc2cccnc2)c(Br)c1 | 0%
Cc1ccc(NC(=O)Cc2nnc(SCC(=O)NC34CC5CC(CC(C5)C3)C4)n2C)cc1C | -5%
O=C1NCc2ccccc2CC12CCN(CC1CCCCC1)CC2 | 4%[6.33 µM]
CC1=C[C@@H](CNC(=O)CC(C)(C)CC(=O)O)[C@H](C(C)C)C[C@H]1Cc1nc2ccc(F)cc2[nH]1 | 1%
COc1ccc2cc(CN3CCCC(C#N)C3)c(-c3cccs3)nc2c1 (stereo not drawn) | 20%
CCc1ccc(CN2CCC(CO)(CN3CCCC3)CC2)cc1 | 35%[activator]
Cc1noc(C)c1-c1cnc2n[nH]c(-c3ccccc3)c2n1 | -19%[176 µM]
Cc1cc(C)n2nc(C)c(C(=O)N3CCCC(c4cccc(C(=O)O)c4)C3)c2n1 (stereo not drawn) | 8%
Cc1nn(C)cc1-c1ccnc(NCCCN2CCCC(CO)C2)n1 (stereo not drawn) | 27%
COc1cccc(C(=O)Nc2oc3ccccc3c(=O)c2-c2ccccc2)c1 | -42%
CC(C)Sc1ccccc1C(=O)NCCC1=CCCCC1 | ?
CCOC(=O)c1cccc(NC(=O)N2CC[C@@H](CC(=O)N3CCOCC3)[C@@H](CC)C2)c1 | ?
CCOc1ccccc1C(=O)N1CCC(C(=O)c2ccc3c(c2)OCCO3)CC1 | 9%
O=C(c1cc(-c2ccccc2F)cc2c1OCCN2Cc1cccnc1)N1CCCC1 | -13%[176 µM]
O=Cc1cccn1-c1ccc(Br)cc1 | 7%

The list is partial (hit frequency here may not be typical).
